PNC assembly inh: inhibitors of perinucleolar compartment assembly | PC3M PTB-GFP, PNC prevalence imaging, 16 h; stronger effect = lower value | 140,000 compounds, 3.1% hits | activity change (PNC), negative = inhibition, % at 10 µM;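 active means readout at or below -70, meaning at least 70% loss of cells showing the perinucleolar compartment, a nuclear body marking cancer cells; inconclusive means readout between -30 and a set limit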;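 further: plate controls were DMSO wells for no effect and camptothecin positive control wells for full effect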
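Read-out is percentage of cells bearing a perinucleolar compartment, from automated 20x imaging of fixed, Hoechst-stained PC3M PTB-GFP cells. Cells were seeded 4 h, then exposed 16 h to compound (23 nl of library stock) in duplicate plates.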
15-hLO-2 inh: 15-hLO-2 (ALOX15B) enzyme inhibition; O15296; purified 15hLO-2, xylenol orange hydroperoxide absorbance; Potency, µM (doses to about 57.1 µM), for the others: at the highest dose activity change, negative = inhibition, actives largely listed as inhibitors; 110,000 compounds, 0.56% hits; AID 881; further: potency means the concentration at half of the fitted maximal effect; nearly all actives have a fitted effect of over 60% in size; many of its hits are not listed in these tables
Target sequence (O15296 whole entry, looked up): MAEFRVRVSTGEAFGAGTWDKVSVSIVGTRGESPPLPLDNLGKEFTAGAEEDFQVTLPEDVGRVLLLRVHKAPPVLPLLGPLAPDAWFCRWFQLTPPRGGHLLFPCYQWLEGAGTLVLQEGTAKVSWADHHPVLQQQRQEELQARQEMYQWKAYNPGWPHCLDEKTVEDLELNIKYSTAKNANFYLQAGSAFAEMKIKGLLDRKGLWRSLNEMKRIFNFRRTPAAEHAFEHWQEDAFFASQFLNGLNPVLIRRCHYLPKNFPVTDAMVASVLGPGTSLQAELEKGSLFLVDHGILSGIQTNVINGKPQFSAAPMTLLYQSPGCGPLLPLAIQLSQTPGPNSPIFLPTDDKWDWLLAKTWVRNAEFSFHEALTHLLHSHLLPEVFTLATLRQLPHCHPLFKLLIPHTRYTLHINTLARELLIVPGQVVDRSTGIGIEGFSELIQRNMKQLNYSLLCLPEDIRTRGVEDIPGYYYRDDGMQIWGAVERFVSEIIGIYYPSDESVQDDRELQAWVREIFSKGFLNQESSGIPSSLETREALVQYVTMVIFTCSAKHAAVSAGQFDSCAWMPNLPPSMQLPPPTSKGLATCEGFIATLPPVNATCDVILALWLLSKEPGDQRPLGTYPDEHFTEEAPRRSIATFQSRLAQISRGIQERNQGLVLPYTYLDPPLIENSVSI
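Enzyme 50 nM, AA 45 uM, 25 mM Hepes pH 7.5 + 0.01% Triton X-100; cpd preinc 15 min RT, rxn 90 min RT; stop/detect with 200 uM XO + 300 uM Fe(II) in 50 mM H2SO4, 30 min; A573/A405.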
ALOX12 inhib: 12-hLO (ALOX12) enzyme inhibition. AID 1452. Potency, µM (series often up to 57.1 µM), for inactives: top-dose activity change, negative = inhibition, actives largely listed as inhibitors. 150,000 compounds, 0.12% hits. purified 12-hLO, xylenol orange hydroperoxide absorbance. P18054; further: potency means the concentration at half of the fitted maximal effect; nearly all actives have a fitted effect of over 55% in size; many of its hits are not listed in these tables
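Purified human 12hLO (150 nM), preincubated 15 min with compound, then 40 uM arachidonic acid for 30 min, room temperature, Hepes pH 7.0 with 0.01% Triton X-100. Hydroperoxide detected by ferrous iron/xylenol orange; 573/405 nm absorbance ratio gives reaction progress.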
IMPase inh: membrane-permeable compound that blocks inositol monophosphatase. AID 901. 120,000 tested, under 10 active. CHO-M1 cells, IP1 accumulation, HTRF TR-FRET ratio. inhibition (IP1 accumulation), % at 46.1 µM; active means well fitted curve in the direction sought with a large enough effect in the signal ratio, not every such curve was filed as active; inconclusive means small, poorly fitted or top-dose-only effect, or a change in a side signal; inactive means no such curve, though single readings can be large or run the other way; the % refers to the signal ratio;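 further: cells stimulated with carbachol in lithium chloride buffer; plate controls were DMSO basal wells for no effect and reference inhibitor wells for full effect; higher means more IMPase inhibition seen as more IP1 and lower FRET ratio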
Target sequence (P97697 whole entry, looked up): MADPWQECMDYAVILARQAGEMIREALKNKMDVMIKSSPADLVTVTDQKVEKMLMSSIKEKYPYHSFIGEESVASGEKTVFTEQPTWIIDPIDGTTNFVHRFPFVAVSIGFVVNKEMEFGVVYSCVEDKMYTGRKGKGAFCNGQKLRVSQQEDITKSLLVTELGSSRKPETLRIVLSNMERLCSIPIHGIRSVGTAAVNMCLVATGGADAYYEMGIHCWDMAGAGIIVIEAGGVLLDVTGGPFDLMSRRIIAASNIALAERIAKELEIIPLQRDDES
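CHO-M1 cells (CHO stably expressing M1 receptor), compound up to 46 uM final, stimulated with carbachol (50 uM as added) in buffer with 50mM LiCl, pH 7.4, 30 min at 37C. Cytosolic IP1 read by TR-FRET; AC50 from Hill fits.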
Numbers without * were called inactive; u = inconclusive; x = not tested or not shown; & = joins results of further samples; [ ] = remark or other dose. Unless noted, the call rests on the fitted dose curve; in most records, active means well fitted curve in the direction sought with a large enough effect; inconclusive means small, poorly fitted or top-dose-only effect, or another doubt; inactive means no such curve, though single readings can be large; an effect the other way counts as inactive or inconclusive. Unless noted, on the % scale 0 is the no-effect control and ±100 the full control effect. An excerpt (hit frequency here may not be typical).

SMILES	PNC assembly inh	15-hLO-2 inh	ALOX12 inhib	IMPase inh
COc1ccc(Cn2c(CCC(=O)Nc3ccccc3)nc3cccnc32)cc1	40	-9%	9%	2
CCOc1ccc(-n2c(Cc3cc(=O)[nH]c(=O)[nH]3)nnc2SC(C)C)cc1	u	-9%	1%	-19
CCC(C)c1ccccc1NC(=O)Cc1coc2cc3c(cc12)CCC3 (stereo unspecified)	-8	x	-8%	x
C(=N\n1cnnc1)/c1ccc(N2CCOCC2)s1	8	u	u	-3
O=C(CN1C(=O)c2ccccc2C1=O)N1CCN(c2ccccc2)CC1	u	-1%	1%	7
Cc1ccc(-n2c(C)cc(/C=N/NC(=O)c3ccc(CN4CCOCC4)cc3)c2C)cc1	-29	29%	-3%	4
COc1ccc(-c2cn(-c3ccccc3)c3[n+]2CCS3)cc1	-24&-3	x	2%&-1%	x
COCc1nc(-c2ccc(-c3ccc(OC)cc3)nc2OC)no1	-1	x	-7%	-5
N#C/C(=C/c1ccc(-c2ccc(S(N)(=O)=O)cc2)o1)c1nc2ccccc2s1	u	x	-4%	-9
CC1(C)[C@@H](OC(=O)CCC(=O)O)CC[C@@]2(C)[C@H]1CC[C@@]1(C)[C@H]2C(=O)C=C2[C@H]3C[C@](C)(C(=O)O)CC[C@]3(C)CC[C@@]21C	x	1%[25.6 µM]	-1%[25.6 µM]	-7[20.6 µM]
Cc1nc2ccc(NC3=NCCCCC3)cc2s1	14	-30%	-1%	11
CCN(CC)S(=O)(=O)c1cccc(-c2nnc(SC(C)C#N)n2Cc2ccccc2)c1 (stereo unspecified)	5	4%	-4%	-2
CC1(C)Oc2ccc(C(=O)N3CCc4ccccc43)cc2N(CC(=O)N2CCCC2)C1=O	-24	-3%	-5%	9
CN(CC(=O)O)S(=O)(=O)c1ccc(F)cc1	u	x	-4%	-2
Cc1ccc(C2C(=O)N(C3CCC(C)CC3)CC(=O)N2C2CC2)cc1 (stereo unspecified)	u	-7%	0%	-13
Cc1c(NC(=S)NC(NC(=O)CC(C)C)C(Cl)(Cl)Cl)c(=O)n(-c2ccccc2)n1C (stereo unspecified)	-30	x	-1%	-2
COC(=O)C1CCN(C(=O)COC(=O)CC(NC(C)=O)c2ccccc2)CC1 (stereo unspecified)	37	8%	3%	-10
O=C(COc1ccccc1)Nc1nnc(-c2ccccc2)o1	12	-12%	1%	1
CC(C)=NOc1nc(N(C)C)nc(N(C)C)n1	3	x	5%	x
Cc1cccc(NC(=S)N(CCN(C)C)Cc2cc3cc(C)cc(C)c3[nH]c2=O)c1	3	x	-5%	1

A stretch from further up, as a working copy:
SMILES	PNC assembly inh	15-hLO-2 inh	ALOX12 inhib	IMPase inh
COCc1nc(-c2ccc(-c3ccc(OC)cc3)nc2OC)no1	-1	x	-7%	-5
N#C/C(=C/c1ccc(-c2ccc(S(N)(=O)=O)cc2)o1)c1nc2ccccc2s1	u	x	-4%	-9
CC1(C)[C@@H](OC(=O)CCC(=O)O)CC[C@@]2(C)[C@H]1CC[C@@]1(C)[C@H]2C(=O)C=C2[C@H]3C[C@](C)(C(=O)O)CC[C@]3(C)CC[C@@]21C	x	1%[25.6 µM]	-1%[25.6 µM]	-7[20.6 µM]
Cc1nc2ccc(NC3=NCCCCC3)cc2s1	14	-30%	-1%	11

Further entries
SMILES	PNC assembly inh	15-hLO-2 inh	ALOX12 inhib	IMPase inh
Cc1ccc(S(=O)(=O)CNC(=S)c2ccc3ccccc3c2)cc1	67	-25%	u	-6
CN(C1CCCCC1)S(=O)(=O)c1ccc2c(c1)c(=O)c(C(=O)NCCN1CCCC1)cn2C	u	21%	1%	9
CCOc1ccc(-n2c(SCc3ccc([N+](=O)[O-])cc3)nnc2-c2ccccc2)cc1	-10	x	-3%	15
CC1=NN(c2ccc(C)c(C)c2)C(=O)C1C(c1cccc(O)c1)C1C(=O)N(c2ccc(C)c(C)c2)N=C1C (stereo unspecified)	-30	-20%	-15%	-1
O=C(COC(=O)/C=C/c1ccccc1[N+](=O)[O-])Nc1ccc(OCc2ccccc2)cc1	4	x	-2%	x
COc1nc(C)ccc1-c1noc(-c2ccncc2)n1	191	x	4%	6
O=C(CN1CCc2ccccc2C1)Nc1ccccc1N1CCCCCC1	22	-18%	0%	u
COc1cccc(/C=N/NC(=O)C[n+]2ccccc2)c1OC	14	x	-1%	x
COc1ccc(-c2nnc(SCc3cccc(C)c3)n2N)cc1	0	-2%	4%	-2
CCOC(=O)c1c(C)[nH]c(C(=O)OCC(=O)N2CCc3ccccc32)c1C	21	0%	0%	u
Cc1cccc(NC(=S)NCc2ccc3c(c2)OCO3)c1C	-6	x	-21%	x
CCOC(=O)C(C)Sc1nc(N)c(NC(=O)c2ccc(OC)c(OC)c2)c(=O)[nH]1 (stereo unspecified)	u	-2%	0%	5
O=C(CSc1ccc2c(c1)OCCO2)NCc1ccco1	-10	-6%	-18%	-5
O=C(Nc1nc2ccc(S(=O)(=O)N3CCCCC3)cc2s1)c1ccncc1	-4	19%	-3%	10
COc1ccccc1NS(=O)(=O)N(C)C	-25	3%	0%	-8
O=c1oc(-c2cc3ccccc3o2)nc2sc3c(c12)CCCC3	9	3%	4%	-13
O=C(Nc1nc(-c2ccncc2)cs1)c1ccco1	u	2%	-1%	4
CCOc1ccc(C(=O)Nc2cc(C)on2)cc1	35	1%	-5%	-4
O=C(Oc1ccc2ccccc2c1)c1ccco1	-18	5%	0%	4
CCS(=O)(=O)CCSc1nc2ccccc2o1	-18	2%	4%	6
O=C1NC2(CCCCCC2)N=C1c1ccc(F)cc1	33	0%	-6%	5
Nc1nonc1C(=O)NCCNCc1c(OCc2ccccc2F)ccc2ccccc12	28	30%[activator]	-2%	3
COc1ccc(C)cc1NC(=O)C1CC(=O)N(Cc2ccco2)C1 (stereo unspecified)	24	-2%	-5%	-7
COc1cc2c(=O)n(-c3ccc(C)cc3)c(=O)n(CC(=O)c3ccc4c(c3)OCO4)c2cc1OC	u	-4%	-6%	2
COCCn1c(SCC(=O)Nc2nnc(C)s2)nnc1-c1c[nH]c2ccccc12	17	-2%	0%	-5
CCc1cc(C)c(O)c(CC)n1	25	-11%	-4%	-10
COC(=O)c1[nH]c2cc(C)ccc2c1NC(=O)CN1CCN(c2ccccc2OC)CC1	22	4%	-1%	4
Cc1cc(Br)ccc1OCC(=O)N1CCCCCC1	13	-2%	-1%	10
O=C(CN1CCCCC1)N/N=C/c1ccccc1OCc1ccccc1	36	x	-7%	x
COc1ccc(OC)c(-c2cc(C(=O)N3CCCc4ccccc43)no2)c1	u	11%	-18%	u
Cc1ccc(NC(=O)CS(=O)CC(=O)NC(C)CCc2ccco2)cc1Cl (stereo unspecified)	-3	-6%	1%	6
Cn1c(=O)c2c(nc(NCCNc3nc4c(c(=O)n(C)c(=O)n4C)n3C)n2C)n(C)c1=O	x	-6%[11.4 µM]	3%[11.4 µM]	x
O=CN1CCc2scc[n+]2-c2ccccc21	-14	x	-5%	-1
O=C(NC(Nc1nc2ccccc2s1)(C(F)(F)F)C(F)(F)F)c1ccccc1	14	-2%	-2%	3
Cc1cc(Nc2nc3ccccc3[nH]c2=O)n(-c2ccccc2)n1	u	-20%	-5%	-3
O=C(Nc1ccccc1)C12CC3CC(C1)CC(n1cnc([N+](=O)[O-])n1)(C3)C2	15	-9%	3%	u
Cc1ccc(P(=O)(CSC(=N)N)c2ccc(C)cc2)cc1	27	x	-5%	x
NC(=O)c1ccsc1NC(=O)COC(=O)COc1ccccc1F	u	x	-3%	0
CC(C)C(=O)c1cn(CC(=O)N2CCCc3ccccc32)c2ccccc12	64	1%	-3%	-4
CCOc1ccccc1OCCCC(=O)N1CCN(S(=O)(=O)c2ccc(C)cc2)CC1	21	4%	-4%	1
CCOC(=O)C1=C(O)/C(=C/c2ccc(OCC(=O)O)c(OCC)c2)SC1=Nc1ccc(OC)cc1	57	x	-6%	x
CCN(CC)c1ccc(C2C3CCCCC3(O)CCN2CC(=O)N2CCCCC2)cc1 (stereo unspecified)	-7	5%	-18%	7
CCOc1ccccc1OCCCC(=O)OCC(=O)Nc1cccc(Cl)c1	12	x	-7%	x
CC(=Nc1ccccc1)c1sc2ccccc2c1O	u	-7%	-6%	6
CCn1c(SCC(=O)Nc2nonc2C)nnc1-c1ccoc1C	9	11%	0%	4
Cc1ccc(C(=O)NC(=S)Nc2ccc3[nH]c(=O)[nH]c3c2)cc1C	35	x	2%	-6
O=C(COC(=O)C1CCN(S(=O)(=O)c2ccc3c(c2)OCCO3)CC1)Nc1ccccc1OC(F)F	u	x	-7%	6
CC(=O)c1ccc(NC(=O)Nc2ccc3c(c2)N(C)C(=O)CS3)cc1	u	-10%	5%	5
O=C(COC(=O)CNS(=O)(=O)c1ccc2ccccc2c1)Nc1ccccc1Sc1ccccc1	50	x	-4%	-4
CCOC(=O)c1c(NC(=O)c2ccccc2N(C)S(=O)(=O)c2ccccc2)sc2c1CCCC2	46	x	2%	-6

Part of the list above in order of formula weight, high to low.
SMILES	PNC assembly inh	15-hLO-2 inh	ALOX12 inhib	IMPase inh
CCOC(=O)C1=C(O)/C(=C/c2ccc(OCC(=O)O)c(OCC)c2)SC1=Nc1ccc(OC)cc1	57	x	-6%	x
CCOC(=O)c1c(NC(=O)c2ccccc2N(C)S(=O)(=O)c2ccccc2)sc2c1CCCC2	46	x	2%	-6
CCn1c(SCC(=O)Nc2nonc2C)nnc1-c1ccoc1C	9	11%	0%	4

(further entries)
SMILES	PNC assembly inh	15-hLO-2 inh	ALOX12 inhib	IMPase inh
Cc1ccc(NC(=O)COC(=O)C(NS(=O)(=O)c2ccc(Cl)cc2)C(C)O)c(Br)c1 (stereo unspecified)	u	x	-8%	x
O=C(CSc1ccc(Br)cc1)Nc1ccccc1Oc1ccccc1	49	x	-5%	4
Nc1nc(=O)n(C2OC(CO)C(O)C2O)cc1Cl (stereo unspecified)	x	1%	-1%	x
COc1ccc(CCNC(=O)Cn2cnc3ccccc3c2=O)cc1OC	15	x	-1%	2
CC1=NC(Nc2nc(C)c3ccccc3n2)=NC(C)(C)C1	5	4%[2.29 µM]	0%	10
Cc1ccc(NC(=S)NCCc2c[nH]c3ccccc23)cc1	6	25µM*	u	4
O=[N+]([O-])c1ccc(N2CCN(CCO)CC2)cc1Sc1nc2ccccc2[nH]1	33	1%	2%	3
CC1(C)SC2c3ccccc3C(=O)N2[C@@H]1C(=O)NCCCN1CCOCC1 (stereo partly specified)	27	-7%	-5%	7
O=C(COC(=O)c1ccccc1N1C(=O)C2C3CCC(C3)C2C1=O)c1ccccc1 (stereo unspecified)	-27	x	1%	x
CCCc1cc(=O)oc2cc(C)cc(OCc3nn[nH]n3)c12	20	-5%	-3%	1
CCOc1ccc(NC(=O)C(c2ccccn2)N(C(=O)CCl)c2ccc(OC)cc2)cc1 (stereo unspecified)	8	x	-8%	-3
COc1ccc(CCN2CC34C=CC(O3)C(C(=O)NCc3ccccc3Cl)C4C2=O)cc1OC (stereo unspecified)	-4	3%	-6%	-6
CC1CCN(C(=O)C(C)Sc2nc(-c3ccccc3)cc(C(F)(F)F)n2)CC1 (stereo unspecified)	-12	-6%	-3%	4&7
O=c1c2ccccc2ncn1Cc1ccco1	u	0%	-1%	6
Cc1ccc(OCCC(=O)Nc2c(C)n(C)n(-c3ccccc3)c2=O)cc1	17	6%[2.29 µM]	-2%	11
O=C(CN1CCCC1)N1c2ccccc2Sc2ccccc21	25	u	-13%	19
CCOc1ccc(N=C(C)c2ccccc2O)cc1	-6	x	-1%	x
COc1ccc(CCNC(=O)C(=O)NCC2OCCN2S(=O)(=O)c2ccc(Br)cc2)cc1 (stereo unspecified)	u	x	-3%	x
Cn1c(=O)c2c(nc(SCC(=O)Nc3ccccc3N3CCCCC3)n2C)n(C)c1=O	-27	-11%	6%	3
Cc1ccc(N2C(=O)C3ON(c4ccccc4)C(c4ccncc4)C3C2=O)cc1 (stereo unspecified)	-30	-13%	2%	14
O=S(=O)(c1ccc(Cl)cc1Br)N1CCCCC1	23	3%	-10%	7

Screens deposited in PubChem by National Center for Advancing Translational Sciences (NCATS).
